# Bioassay records as filed in PubChem.
# ATXN2 expr inh – Primary qHTS for Inhibitors of ATXN expression; HEK-293 ATXN2-luciferase reporter, luminescence, 24 h; Potency, µM (top dose mostly 57 µM), for inactives: top-dose activity change, negative = inhibition, actives largely listed as inhibitors; hit rate 0.72% among 360,000; also: potency is read from the fitted curve at half-maximal effect; % is scaled to controls: 0 for no effect and ±100 for the full control effect; nearly all actives have a fitted effect of over 55% in size
#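 qHTS (up to 57 uM final) was run with 24 h compound exposure of reporter cells at 37 °C. Each well was multiplexed: SteadyGlo luminescence measured ATXN2-luciferase expression after a fluorogenic Gly-Phe-AFC viability readout (25 uM final).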
# HT1080-NT tox – qHTS for induction of synthetic lethality in tumor cells producing 2HG: qHTS for the HT-1080-NT fibrosarcoma cell line; Potency, µM (doses to about 46.1 µM), for the others: at the highest dose activity, negative = less viability, actives largely listed as cytotoxic; hit rate 1.6% among 360,000; HT-1080-NT fibrosarcoma viability, CellTiter-Glo ATP luminescence, 48 h;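 also: NT is the 2HG producing partner of a matched IDH1 knockdown line; potency is read from the fitted curve at half-maximal effect; 0% = DMSO-treated cells and -100% = media-only wells without cells; nearly all actives have a fitted effect of over 55% in size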
#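 HT-1080-NT; 750 cells/well; 5% FBS RPMI; 48 h compound, 37 degrees C; CellTiter-Glo luminescence; curve fitting and curve-class assignment.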
# KB-3-1 cytotox – qHTS assay for MDR1-selective chemotherapeutics: Primary screen using the parental adenocarcinoma cell KB-3-1 | hit rate 1.4% among 400,000 | KB-3-1 viability, CellTiter-Glo ATP luminescence, 72 h | Potency, µM (highest dose often 46.1 µM), for the others: at the highest dose activity change, negative = cytotoxic, actives largely listed as cytotoxic | AID 1347075, 2019; also: potency is read from the fitted curve at half-maximal effect; % is scaled to controls: 0 for no effect and ±100 for the full control effect; nearly all actives have a fitted effect of over 60% in size
#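 72 h, 37 °C compound treatment of KB-3-1 parental cells; CellTiter-Glo added, 10 min, luminescence read. Data corrected against DMSO-only plates and normalized before curve fitting.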
# HT1080 IDH1KD tx – qHTS for induction of synthetic lethality in tumor cells producing 2HG: qHTS for the HT-1080-IDH1KD cell line; HT-1080 IDH1 knockdown viability, ATP luminescence, 48 h; Potency, µM (top dose mostly 46.1 µM), without a hit: top-dose activity, negative = toxicity, most hits filed as cytotoxic; hit rate 2% among 360,000;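 also: potency is read from the fitted curve at half-maximal effect; 0% = DMSO wells and -100% = cell-free medium wells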
#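 Using the IDH1-knockdown HT-1080 line run in the same batch and compound series as the NT line, viability after 48 h at 37 °C was determined by CellTiter-Glo luminescence and expressed as % activity.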
# IL-1B inflam inh – qHTS for Inhibitors of Inflammasome Signaling: IL-1-beta AlphaLISA Primary Screen; activity change, % at 57.5 µM; THP-1 LPS/ATP IL-1B secretion, AlphaLISA, 16 h; active compounds read low; hit rate 4.7% among 360,000; AID 743279, 2014; in the data active = activity change below about -50%; inconclusive = mostly about -30% to -49%; also: % is scaled to controls: 0 for no effect and ±100 for the full control effect
#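 THP-1 cells pretreated 1 hr with compounds (up to 57.5 uM final), then stimulated with LPS (250 ng/mL final) plus ATP (1.25 mM final); secreted IL-1B measured by AlphaLISA after 16 hr, decreased signal indicating inhibition.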
# ATXN viability – Viability Counterscreen for Primary qHTS for Inhibitors of ATXN expression; S2 cells (HEK-293 line with an ATXN2-luciferase reporter) viability, CellTiter-Fluor protease fluorescence, 24 h; Potency, µM (doses to about 56.7 µM), actives largely listed as cytotoxic; hit rate 0.49% among 400,000; AID 651635, 2014; also: potency is read from the fitted curve at half-maximal effect; nearly all actives have a fitted effect of over 40% in size
# MCF10A rerep – A quantitative high throughput screen for small molecules that induce DNA re-replication in MCF 10a normal breast cells | AID 624296, 2012 | hit rate 2.9% among 350,000 | Potency, µM (top dose mostly 46.1 µM), inactives show top-dose activity, positive = re-replication, actives largely listed as activators | MCF 10A DNA re-replication, Hoechst nuclear intensity, 48 h; also: potency is read from the fitted curve at half-maximal effect; % of control where 0% means no effect; nearly all actives have a fitted effect of over 50% in size
# HepG2 viability – qHTS for Inhibitors of TGF-b: Cytotox Counterscreen. HepG2 CAGA-GFP viability, ATP luminescence, 18 h. Potency, µM (doses to about 46.1 µM), for inactives: at the top dose activity change, negative = cytotoxicity, hits mostly cytotoxic. hit rate 0.76% among 410,000; also: potency is read from the fitted curve at half-maximal effect; some results filed as inactive show a strong effect at the top dose
#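 CellTiter-Glo luminescence gave cytotoxicity after 18 hours at 37 degrees C. The cells were HepG2 CAGA-GFP in 1% FBS DMEM, stimulated with 500 pg/mL TGF-beta after compound addition. %Activity was normalised to no-cell wells (complete cell-killing) and DMSO (no toxicity), and curves were fitted and classified.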
# SW480 rereplic – A quantitative high throughput screen for small molecules that induce DNA re-replication in SW480 colon adenocarcinoma cells; Potency, µM (top dose mostly 46.1 µM), without a hit: at the top dose re-replication activation, most hits filed as activators; SW480 DNA re-replication, Hoechst DNA content imaging, 48 h; AID 624297, 2012; hit rate 1.8% among 340,000; also: potency is read from the fitted curve at half-maximal effect; % of control where 0% means no effect; nearly all actives have a fitted effect of over 55% in size
#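 Readout is total intensity of Hoechst-stained nuclei, excited at 405 nm and collected at 500-530 nm. Compound treatment lasted 48 hr at 37 C in 5% CO2 before staining.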
# Active calls of the source: *; i = inactive; ? = inconclusive; . = not tested or not shown; & = joins results of further samples; [ ] = remark or other dose. Unless noted, calls follow the shape of the dose curve; as a rule, active = well fitted curve in the direction sought with a large enough effect; inconclusive = small, poorly fitted or top-dose-only effect, or another doubt; inactive = no such curve, though single readings can be large; an effect the other way counts as inactive or inconclusive.
# Order of results – ATXN2 expr inh, HT1080-NT tox, KB-3-1 cytotox, HT1080 IDH1KD tx, IL-1B inflam inh, ATXN viability, MCF10A rerep, HepG2 viability, SW480 rereplic
[1] Cn1c(SCC(=O)N2c3ccccc3CCc3ccccc32)nnc1-c1ccc(O)cc1
 : -3%, -1%, -3%, -1%, -7, i, -11%, -18%, 1%
[2] Cc1ccc(NC(=O)COc2coc(CN3CCc4ccccc43)cc2=O)c(C)c1
 : -14%, 16%, -2%, 6%, -19, i, 18%, -1%, 1%
[3] CC(=O)N1c2ccc(S(=O)(=O)NCC3CCC(C(=O)NCc4ccccc4)CC3)cc2CC1C (configuration not stated)
 : 5%, -1%, -1%, -11%, -3, i, -2%, -15%, ?
[4] O=C(/C=C/c1ccc(F)cc1)NC(=S)N1CCN(Cc2ccccc2)CC1
 : -13%, 3%, 4%, 11%, -4, i, 5%, 4%, -13%
[5] O=C(NCc1ccc(Cl)cc1)C1CCN(c2nnc(N3CCCC3=O)s2)CC1
 : 6%, 11%, 5%, 3%, 3, i, 1%, -3%, -13%
[6] O=C(Nc1ccc(N2CCOCC2)cc1)Nc1cnsn1
 : 32%, 10%, -5%, 6%, -12, i, 6%, -10%, -1%
[7] COc1ccc(-c2c(C)oc3c(CN4CCN(CCO)CC4)c(O)ccc3c2=O)cc1OC
 : -5%, 15%, -2%, 16%, 3, i, -4%, -3%, -5%[9.22 µM]
[8] O=C(c1cc2cc(F)ccc2[nH]1)N1CCN(C(=O)c2ccco2)CC1
 : ., -9%, -2%, -9%, -1, i, -5%, -35%, -3%
[9] Cc1oc(-c2cccs2)nc1CNC[C@H]1O[C@@H](n2cnc3c(N)ncnc32)[C@H](O)[C@@H]1O
 : -4%, 15%, 7%, 9%, 8, i, -14%, -4%, ?
[10] Cc1ccc(S(=O)(=O)N2CCCC2c2nc3ccccc3s2)cc1 (configuration not stated)
 : -26%, 11%, -19%, -5%, -5, i, 15%, -18%, 9%
[11] CCOCCCNC(=S)NC1CC2CCC(C1)N2Cc1ccccc1 (configuration not stated)
 : -17%[11.3 µM], 4%, 0%, 6%, 9, i, -4%, 3%, -7%
[12] O=C(c1ccccc1Cl)N1CCC(O)(c2cccnc2)CC1
 : -11%, 25%, -6%, 16%, 0, i, -5%, -2%, -2%
[13] COc1ccc(NC(=O)Cn2c(=O)sc3ccccc32)c(OC)c1
 : 1%, 13%, 2%, 1%, -25, i, -9%, 0%, -5%
[14] C[C@H](NC(=O)c1nc[nH]c1C(=O)NC1CCNCC1)C(=O)OC(C)(C)C
 : 3%, 12%, 15%, 16%, -1, ?, 2%, 8%, 17%[9.22 µM]
[15] CC(CN1CCCCC1)OC(=O)c1ccco1 (configuration not stated)
 : -8%, 8%, 2%, 0%, -19, ., 1%, 5%, -1%
[16] CC1=CC(=O)OC1Cc1ccncc1 (configuration not stated)
 : 30%, 12%, 3%, 9%, 14, ?, -1%, 13%, 0%
[17] O=C(Oc1ccc(C(=S)N2CCCCC2)cc1)c1ccccc1F
 : ., 12%, 6%, 6%, 0, i, 0%, -1%, -6%
[18] Cc1ccc(S(=O)(=O)N(C)S(=O)(=O)c2ccc(C)cc2)cc1
 : -20%, -17%, ?, -6%, 14, i, 61%, -13%, -34%[inhibitor]
[19] Cc1ccc(C(=O)N=c2sccn2C)o1
 : 30%, 8%, -3%, 14%, -21, i, -2%, 3%, 2%
[20] CCN(CC)CCNC(=O)c1cc(-c2ccc(Br)s2)nc2ccccc12
 : ., 18µM*, 0%, ?, ?, ., ?, -128%&-100%, ?
[21] CCC(=O)N(Cc1ccco1)C1CC(=O)N(c2ccccc2)C1=O (configuration not stated)
 : -1%, -1%, -1%, -1%, 0, i, -4%, -28%, -692%[inhibitor]
[22] O=C(c1ccc(Cl)c(F)c1F)N1CCOCC1
 : -2%, 5%, -3%, 20%, 2, i, -4%, 8%, 1%
[23] CCn1c(SCC(=O)Nc2nc(C)cs2)nnc1-c1ccoc1C
 : -21%, 14%, 15%, 10%, 21, i, 2%, -7%, 9%
[24] CCC/C(O)=N\S(=O)(=O)c1ccc(N=NN(C)C)cc1
 : 7%, 19%, -1%, 14%, 16, i, -3%, -2%, -5%
[25] CC(C)C[C@@H](CNCC(=O)[C@H](C)NC(=O)c1[nH]cnc1C(=O)N[C@@H](C)CN)NC(=O)c1nc[nH]c1C(=O)N[C@@H](CC(=O)O)C(=O)O
 : 8%, 2%, 4%, 8%, 17, i, -2%, 13%, -11%
[26] COc1ccc(S(=O)(=O)N(C)CC(=O)NCc2cccnc2)cc1
 : -2%, 11%, 7%, 7%, 11, i, 3%, -10%, 5%
[27] CC(C)Cn1c(C(C)C)nc([N+](=O)[O-])c1S(=O)(=O)c1ccc(F)cc1
 : -25%, 3.5µM*, ?, 7.1µM*, -89*, ?, 21µM*, -44%, 18µM*
[28] Cc1ccc(NC(=O)C2CCN(S(=O)(=O)c3ccc4c(c3)OCCO4)CC2)c(O)c1
 : -20%, -2%, -15%, -3%, -8, i, ?, -2%, 16%
[29] COc1ccc(S(=O)(=O)N2CCC(C(=O)NC3(C)CCS(=O)(=O)C3)CC2)cc1OC (configuration not stated)
 : 7%, 10%, 3%, 11%, -3, i, -2%, -9%, -3%
[30] O=C(C1CCCN(c2ncccn2)C1)N1CCc2ccccc21 (configuration not stated)
 : -18%, -1%, 3%, 1%, 3, i, -10%, -13%, -8%
[31] CCC(C(=O)NC1CCCC1)N(C(=O)c1snc(C(N)=O)c1N)c1ccc2c(c1)OCCO2 (configuration not stated)
 : -21%, 8%, 2%, -1%, -12, i, 6%, -25%, -14%
[32] COc1cc(Cn2c(=O)sc3ccccc32)ccc1OC(C)C
 : -12%, ., -4%, ., ., i, ., -24%, .
[33] Cc1ccc(O)c(C2=NNC(c3ccc(Cl)cc3)C2)c1 (configuration not stated)
 : 12%, -23%, -16%, -30%, 2, i, 3%, -20%, ?
[34] COc1ccccc1OCC(=O)Nc1ccccc1C(=O)N1CCCC1
 : 1%, 14%, -1%, 2%, 4, i, -35%[inhibitor], 1%, ?
[35] Cc1ccc(NC2=NC(=S)N(CC#N)C23CCCCC3)cc1
 : ., -7%, -10%, -9%, -15, i, 5%, -27%, -12%
[36] COc1ccc(/C=N/NC(=O)C(C)N(c2ccc(OC)cc2)S(C)(=O)=O)cc1 (configuration not stated)
 : ., 3%, 1%, 5%, 14, i, 1%, -13%, 18µM*
[37] COc1cccc(NC(=O)CSc2nc3ccccc3cc2Cc2ccccc2)c1
 : 3%, 9%, 2%, 4%, -15, i, 0%, 0%, 0%
[38] CCOc1ccc(NC2OC(CO)C(O)C(O)C2O)c([N+](=O)[O-])c1 (configuration not stated)
 : 8%, 2%, 9%, 13%, 16, i, -13%, -4%, ?
[39] N#Cc1ccsc1NC(=O)CSc1nnnn1-c1ccc(O)cc1
 : ., -3%, 2%, 0%, 50, i, 1%, -3%, 5%
[40] COc1cc(S(=O)(=O)NC2CCCCC2C)ccc1-n1cnnn1 (configuration not stated)
 : -29%, -17%, -7%, -1%, 31, ?, ?, 12%, 3%
[41] CN1CCN(c2ccccc2NC(=O)COc2ccccc2)CC1
 : 0%, 11%, 8%, 10%, 2, i, 20%, -3%, 1%
[42] Cc1cc(CNC(=O)CC2C(=O)NCCN2Cc2ccccc2)nn1C (configuration not stated)
 : 9%, 1%, -4%, 9%, -1, i, -3%, 14%, ?
[43] COc1ccccc1CN1CCNC(=O)C1=O
 : 5%, ., 2%, ., ., i, ., 3%, .
[44] Cc1ccc(NC(=O)c2sc3nc[nH]c(=O)c3c2C)c(C)c1
 : 9%, -6%, -2%, -6%, 26, i, 1%, -5%, 1%
[45] Cc1[nH]c(N=Nc2ccccc2)nc1N=Nc1ccccc1
 : -15%, -17%, 18µM*, ?, 98, ., ?, -19%, 7.3µM*
[46] CCC1=NN(C(=O)c2ccc(Br)cc2)C(O)(c2ccc(C)cc2)C1 (configuration not stated)
 : -11%, -18%, -12%, -15%, -7, i, 15%, -57%, -1%
[47] CSc1nc2nccc(-c3ccc(-c4ccccc4)cc3)n2n1
 : -1%, -5%, -3%, -26%, 0, i, 11%, 3%, -1%
[48] Cc1nc2nc(NCc3ccc(Br)cc3)[nH]n2c(=O)c1Cc1ccccc1
 : 1%, ., -4%, ., ., i, ., -14%, .
[49] Cc1cc(C)nc(/N=C(\N)Nc2ccc(SC(F)F)cc2)n1
 : ., 5%, ?, -14%, 0, i, 2%, -38%, 1%
[50] CN(C)CCCNC(=O)C1CCNCC1
 : -3%, 4%, 2%, 18%, 2, ?, -1%, 5%, 0%
[51] COc1ccc(C2c3ccsc3CCN2C(=O)C(C)(C)C)cc1 (configuration not stated)
 : ., 7%, -9%, -17%, 14, i, 5%, 0%, -7%
[52] N#Cc1ccc(-c2ccccc2)nc1SCCN1CCOCC1
 : -9%, -2%, 24%, -19%, -75*, i, 0%, -28%, 4%
[53] Fc1ccc(-c2nnn(Cc3ccccc3Cl)n2)cc1
 : 25%, 8%, -3%, 2%, -15, i, -4%, -2%, -5%
[54] CC(=O)N1CCc2cc(C(=O)CN3CCN(c4ccccc4F)CC3)ccc21
 : 18%, 16%, -3%, 3%, 0, i, 24%, -13%, -13%
[55] O=C(O)CC1(CC(=O)Nc2ccc(Oc3cccc(C(F)(F)F)c3)nc2)CCCC1
 : ., -9%, 2%, -23%, 0, i, -1%, -19%, -26%
[56] CCOc1ccc(/C=C/C(=O)CCC(=O)O)cc1
 : 41%[activator], 18%, -5%, 11%, -5, i, 0%, -141%, 14%
[57] CCC(C)[C@H](NC(=O)Nc1ccc(S(N)(=O)=O)cc1)C(=O)O (some centres not stated)
 : 6%, 15%, 3%, 14%, 13, i, 0%, 1%, 3%
